High-throughput results as filed in PubChem.
GLP1R inv ag: GLP-1 receptor (human) inverse agonism. HEK293 GLP-1R CRE-luciferase, luminescence, 24 h; GLP-1R form is constitutively active. Potency, µM (series often up to 38.3 µM), for the others: at the top dose activity change, negative = inhibition, actives largely listed as inhibitors. 410,000 compounds, 1.6% hits; note: potency is the fitted concentration of half-maximal effect; % is set by controls: 0 for no effect and ±100 for the full control effect; nearly all actives have a fitted effect of over 55% in size
Target sequence (P43220 whole entry, looked up): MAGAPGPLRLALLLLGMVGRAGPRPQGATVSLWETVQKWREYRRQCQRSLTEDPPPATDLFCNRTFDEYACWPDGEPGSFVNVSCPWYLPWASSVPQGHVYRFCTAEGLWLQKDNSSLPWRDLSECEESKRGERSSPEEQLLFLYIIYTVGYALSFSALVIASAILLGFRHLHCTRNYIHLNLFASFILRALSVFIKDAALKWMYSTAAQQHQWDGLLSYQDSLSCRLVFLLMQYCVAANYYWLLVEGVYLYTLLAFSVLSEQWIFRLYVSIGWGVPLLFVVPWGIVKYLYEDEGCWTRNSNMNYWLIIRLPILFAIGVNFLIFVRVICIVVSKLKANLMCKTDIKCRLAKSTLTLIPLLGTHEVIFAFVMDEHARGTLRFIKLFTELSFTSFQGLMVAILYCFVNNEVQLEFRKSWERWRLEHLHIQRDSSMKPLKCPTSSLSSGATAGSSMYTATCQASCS
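HEK293 cells stably co-expressing constitutively active GLP-1R and a cAMP-responsive luciferase reporter were seeded in DMEM with 10% Nu serum, given compounds after 12 h, and incubated 24 h at 37 deg C. Luminescence was then read.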
Abeta yeast res: A-beta toxicity reversal in yeast; 410,000 compounds, 0.063% hits; Potency, µM (titrated, usually from 46.1 µM), inactives show at the highest dose growth rescue, most hits filed as activators; AID 1347071; yeast expressing A-beta42, growth rescue, OD600, 48 h; response scale: 0% DMSO, 100% iron-clioquinol control; note: potency is the fitted concentration of half-maximal effect; nearly all actives have a fitted effect of over 55% in size
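Yeast A-beta toxicity model in growth medium with pinned compounds, 48 h at 30 C; growth read as absorbance at 600 nm. Normalized to FeCl3/clioquinol equimolar mix (positive) and DMSO (negative).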
GLP1R cytotox: cytotoxicity in counter-screen for GLP-1R inverse agonists. HEK293 cAMP-luciferase reporter cells, luminescence, 24 h. Potency, µM (top dose mostly 38.3 µM), without a hit: top-dose activity change, negative = inhibition, actives largely listed as inhibitors. 410,000 compounds, 0.13% hits. AID 624418;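 note: loss of luciferase light is scored as toxicity; potency is the fitted concentration of half-maximal effect; % is set by controls: 0 for no effect and ±100 for the full control effect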
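Compound-treated cells are incubated 24 hr at 37 deg C under 5% CO2 after a 12 hour attachment period, then luciferase detection reagent is added and luminescence is measured following 12 min at room temperature; lowered signal indicates toxicity.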
pAkt inh: blocks phosphorylation of Akt; Neuro2A IGF-stimulated pAkt S473 HTRF, 20 min; hits give low values; activity change, % for hits at 50 µM; 360,000 compounds, 0.32% hits; AID 651550; in the data active = activity change below about -80%; inconclusive = mostly about -51% to -80%; note: % is set by controls: 0 for no effect and ±100 for the full control effect
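Neuro2A cells (4,500/well, DMEM with 0.5% FBS) were treated with compound at a single 50 µM final concentration, stimulated with 6 nM IGF for 20 min at 37 °C, and lysed. Phospho-Akt Ser473 was read by HTRF as 665/615 ratio ×10^4.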
aSyn yeast inh: inhibitors of alpha-synuclein toxicity in yeast. 370,000 compounds, 0.14% hits. Yeast expressing alpha-synuclein, growth rescue, BacTiter-Glo, 24 h. Potency, µM (series often up to 46.1 µM), for inactives: at the top dose growth rescue (activation), hits mostly activators. AID 652106; note: potency is the fitted concentration of half-maximal effect; % of control where 0% means no effect; nearly all actives have a fitted effect of over 65% in size
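Galactose-induced alpha-syn yeast (OD600=0.02, raffinose-pregrown) + pinned cpd, 24 hr, 30 deg C; growth by BacTiter-Glo luminescence. Growth restoration scores as activation.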
TDP43 rescue: TDP-43 toxicity inhibition in yeast; TDP-43 expressing yeast growth rescue, BacTiter-Glo, 24 h; Potency, µM (series often up to 46.1 µM), without a hit: top-dose growth rescue (activation), actives largely listed as activators; 410,000 compounds, 1.8% hits; AID 652104; note: potency is the fitted concentration of half-maximal effect; % of control where 0% means no effect; nearly all actives have a fitted effect of over 50% in size
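Growth rescue of TDP-43-toxic yeast measured as ATP luminescence (BacTiter-Glo). Cells grown to mid-log in raffinose, induced in galactose at OD600=0.02, exposed to compound 24 hr at 30 deg C.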
PTHR1 ag: agonists of human PTHR1 parathyroid hormone receptor. Q03431. HEK293 GP2 PTHR1 cells, GloSensor cAMP luminescence, 1 h. Potency, µM (doses to about 115 µM), without a hit: at the highest dose activation, most hits filed as activators. 410,000 compounds, 0.075% hits. AID 743266; note: potency is the fitted concentration of half-maximal effect; nearly all actives have a fitted effect of over 55% in size; some results filed as inactive show a strong effect at the top dose; inactives centre near -15; many of its hits are not listed in these tables
Target sequence (Q03431 whole entry, looked up): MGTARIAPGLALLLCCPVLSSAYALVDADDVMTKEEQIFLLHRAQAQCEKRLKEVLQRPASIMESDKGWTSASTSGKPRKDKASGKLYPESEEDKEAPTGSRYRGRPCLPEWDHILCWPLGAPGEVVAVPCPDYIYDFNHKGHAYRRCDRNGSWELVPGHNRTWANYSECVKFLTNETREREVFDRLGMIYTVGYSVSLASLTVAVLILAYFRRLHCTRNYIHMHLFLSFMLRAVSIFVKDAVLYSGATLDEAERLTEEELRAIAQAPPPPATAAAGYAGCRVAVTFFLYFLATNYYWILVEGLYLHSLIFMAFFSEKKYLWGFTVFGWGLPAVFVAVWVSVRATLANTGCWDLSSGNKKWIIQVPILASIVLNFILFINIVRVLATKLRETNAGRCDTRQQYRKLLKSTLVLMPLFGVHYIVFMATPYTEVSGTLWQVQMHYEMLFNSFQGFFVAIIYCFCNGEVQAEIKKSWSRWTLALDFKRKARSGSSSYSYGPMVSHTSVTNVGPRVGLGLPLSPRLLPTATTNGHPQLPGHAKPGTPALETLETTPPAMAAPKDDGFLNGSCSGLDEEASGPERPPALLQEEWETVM
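HEK-293-derived GP2 cells expressing PTHR1 and a GloSensor cAMP reporter, 3,000/well, plated overnight, given luciferin plus IBMX (each 0.5 mM as added) for 1 h at 37 °C, then compound for 1 h at 37 °C. Luminescence was read after 15 min at room temperature.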
MmCpn inh: inhibitors of Methanococcus maripaludis chaperonin (MmCpn); purified Mm-Cpn ATPase, ADP Transcreener TR-FRET; Potency, µM (top dose mostly 76.9 µM), inactives show top-dose activity, negative = inhibition, hits mostly inhibitors; 330,000 compounds, 0.031% hits; note: potency is the fitted concentration of half-maximal effect; % is set by controls: 0 for no effect and ±100 for the full control effect; nearly all actives have a fitted effect of over 80% in size
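ATPase turnover read by TR-FRET ADP competition (Eu cryptate antibody/ADP-d2, 665/590 nm): 10uM ATP final, 25nM Mm-CPN final, 30 min 37degC after 10-min compound preincubation, pH 7.4 Tris/KCl/MgCl2/DTT buffer.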
FUS suppressor: suppressors of FUS proteinopathy in yeast. 390,000 compounds, 0.24% hits. S. cerevisiae FUS-expressing, growth rescue, OD600, 24 h. AID 1347120. Potency, µM (series often up to 76.6 µM), for inactives: top-dose growth rescue (activation), hits mostly activators;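 note: potency is the fitted concentration of half-maximal effect; plate controls were DMSO vehicle for no effect and reference control for full effect; nearly all actives have a fitted effect of over 55% in size; some results filed as inactive show a strong effect at the top dose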
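S. cerevisiae expressing FUS from galactose induction served as the toxicity model. Growth after 24hr at 30C, read as absorbance at 600 nm, indicates suppression of toxicity; compounds dosed at several concentrations.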
* hit, by the source's call; i = inactive; u = inconclusive; x = no result given; & = joins results of further samples; [ ] = another dose, or the depositor's remark. Unless noted, calls come from the whole dose curve; as a rule, active = well fitted curve in the direction sought with a large enough effect; inconclusive = small, poorly fitted or top-dose-only effect, or another doubt; inactive = no such curve, though single readings can be large; an effect the other way counts as inactive or inconclusive. Some of the compounds tested. The share of hits here may be higher or lower than overall.

SMILES	GLP1R inv ag	Abeta yeast res	GLP1R cytotox	pAkt inh	aSyn yeast inh	TDP43 rescue	PTHR1 ag	MmCpn inh	FUS suppressor
Cn1c(NC(=O)CCc2ccccc2)cc(=O)n(C)c1=O	-3.1%	-18.1%	2.5%	i	-0.1%	-27.3%	-28.9%	3.0%	1.5%
COc1ccc(-c2ncc(CN3CCN(CCC(C)C)C(CCO)C3)cn2)cc1 (configuration not stated)	u	1.4%	6.2%	i	-1.6%	3.4%	-22.7%	-0.7%	-10.5%
CC1(C)NC(=O)N(CCCCOc2ccc3c(c2)CCC3)C1=O	0.0%	1.9%	1.1%	i	-4.7%	-22.0%	-33.9%[inhibitor]	3.7%	19.8%
CCOc1ccc(NC(=O)CCN2CCN(C)CC2)cc1	12.8%	8.7%	-17.4%	i	-5.5%	4.0%	i	0.0%	-2.2%
CCOc1ccc(N(C)S(=O)(=O)c2cc(-c3cc(C)no3)ccc2CC)cc1	8.91µM*	-9.5%	2.7%	i	-13.1%	-17.5%	-21.8%	0.7%	4.8%
O=C(NNC(=O)C1CCC1)c1ccc(Br)cc1	24.5%	2.6%	-6.3%	i	-6.5%	-5.5%	i	2.1%	-32.9%
Cc1cc(NC(=O)Nc2ccc(C)c(C)c2)no1	-10.4%	-5.4%	-6.4%	i	1.3%	18.3%	i	-8.0%	-2.9%
CCCC(=O)c1cc2ccccc2oc1=O	1.5%	17.1%	-21.6%	i	6.2%	10.7%	-8.0%	-2.1%	-14.7%
Cn1cccc1C(=O)NNC(=O)COc1ccccc1Cl	3.4%	6.1%	5.7%	i	-0.6%	15.9%	i	-4.7%	-15.8%
CCOC(=O)C(C)Sc1nc(-c2ccccc2)nc2ccc(F)cc12 (configuration not stated)	-17.0%	u	-25.4%	i	15.1%	15.4%	i	-3.7%	-3.0%
CCOc1ccc(NC(=O)Cn2cc(C(=O)c3ccc(F)cc3)c(=O)c3cc4c(cc32)OCO4)cc1	7.5%	-22.7%	1.0%	x	x	-4.7%	-6.1%	x	11.0%
COC(=O)C1CCN(C(=O)CN2C(=O)NC(CCc3ccccc3)C2=O)CC1 (configuration not stated)	-11.6%	9.8%	-12.9%	i	-10.2%	14.7%	-19.8%[57.5 µM]	1.2%	-13.2%
CCC(C)(C)c1nnc(NC(=O)c2ccc([N+](=O)[O-])cc2)s1	3.5%	19.4%	-5.5%	i	-1.0%	-3.0%	-15.4%	1.2%	-5.0%
CCCN(Cc1nnc(-c2cccs2)o1)C(=O)CN1C(=O)NC2(CCC(C)CC2)C1=O (configuration not stated)	-1.5%	-5.6%	0.3%	i	3.7%	17.8%	i	-1.5%	2.6%
CCN(C(=O)c1cccc(Br)c1)c1ccccc1	u	-16.0%	-19.8%	i	10.2%	15.7%	-5.3%	1.3%	1.7%
O=S(=O)(c1cccc(C(F)(F)F)c1)N1CCC(c2nc3ccccc3[nH]2)CC1	0.7%	-10.6%	-7.3%	i	-4.1%	-6.1%	i	3.4%	-12.0%
Cc1cc(CNC(=O)c2cc(-c3ccccc3)nc3ccccc23)nn1C	u	-1.5%	-26.0%	i	1.6%	24.7%[9.22 µM]	-18.0%	-0.2%	12.1%
O=C(Nc1ccccc1OCc1ccccc1)c1ccccc1Br	10µM*	-21.4%	24.1%	i	0.6%	8.7%	-18.4%	1.3%	15.0%
COc1ccc(CCNC(=O)c2cnc3sc(N4CCCCC4)nn3c2=O)cc1OC	11.6%	-18.2%	4.5%	x	x	7.0%	-0.5%	x	0.2%
COc1ccccc1NC(=S)NNC(=O)c1ccc(O)cc1	12.8%	22.4%	-25.1%	i	-0.8%	26.3%	-7.8%	0.1%	-3.5%
COc1ccc2c(c1)CCc1sc(NC(=O)c3ccco3)nc1-2	-9.3%	-26.6%	-5.1%	i	-7.2%	20µM*	-12.4%	-0.6%	20.1%
CCOc1ccc(NC(=O)c2sc3nc(N4CCOCC4)c4c(c3c2N)CCCC4)cc1	1.6%	17.3%	0.5%	i	-9.2%	16.6%	-24.2%	-5.2%	8.1%
O=C(c1cc2nc(-c3ccccc3)cc(C(F)(F)F)n2n1)N1CCCC1	13.5%	-4.4%	3.8%	i	1.3%	-2.2%	i	x	-14.7%
CN1CCN(NC(=O)c2cc([N+](=O)[O-])cc([N+](=O)[O-])c2)CC1	-14.5%	3.4%	-6.6%	i	-0.2%	-9.2%	i	2.4%	8.7%
COC(=O)c1c(C)oc2c1cc(NS(=O)(=O)c1cccs1)c1ccccc12	u	-7.1%	-0.8%	i	7.5%	-6.5%	-11.7%[57.5 µM]	-2.0%	22.8%

Only MmCpn inh (3 entries from above):
structure,MmCpn inh
COc1ccccc1NC(=S)NNC(=O)c1ccc(O)cc1,0.1%
COc1ccc2c(c1)CCc1sc(NC(=O)c3ccco3)nc1-2,-0.6%
CCOc1ccc(NC(=O)c2sc3nc(N4CCOCC4)c4c(c3c2N)CCCC4)cc1,-5.2%

Of the compounds above, these have a furan ring, fused or not.
SMILES	GLP1R inv ag	Abeta yeast res	GLP1R cytotox	pAkt inh	aSyn yeast inh	TDP43 rescue	PTHR1 ag	MmCpn inh	FUS suppressor
COc1ccc2c(c1)CCc1sc(NC(=O)c3ccco3)nc1-2	-9.3%	-26.6%	-5.1%	i	-7.2%	20µM*	-12.4%	-0.6%	20.1%
COC(=O)c1c(C)oc2c1cc(NS(=O)(=O)c1cccs1)c1ccccc12	u	-7.1%	-0.8%	i	7.5%	-6.5%	-11.7%[57.5 µM]	-2.0%	22.8%

(next part)
SMILES	GLP1R inv ag	Abeta yeast res	GLP1R cytotox	pAkt inh	aSyn yeast inh	TDP43 rescue	PTHR1 ag	MmCpn inh	FUS suppressor
CC(C)c1onc(C(=O)NCc2cccs2)c1[N+](=O)[O-]	5.0%	10.7%	-12.4%	i	0.1%	15.2%	i	2.5%	-31.0%
CCOC(=O)c1cc(C(=O)OCC)c(=O)[nH]c1SCc1ccccc1	-13.4%	-24.0%	-16.6%	i	-11.8%	-20.5%	15.5%	-5.0%	13.3%
CC1=NC(=O)C(N=Nc2cccc(C(=O)O)c2)N1c1ccccc1 (configuration not stated)	-8.4%	-5.3%	-10.2%	i	u	-2.7%	-39.0%[inhibitor][57.5 µM]	-5.2%	4.4%
CC(C)NC(=O)/C(=C/c1cn(-c2ccccc2)nc1-c1cccc([N+](=O)[O-])c1)NC(=O)c1ccccc1	12.7%	-14.8%	-13.1%	i	2.1%	19.2%	-33.1%[inhibitor]	0.7%	-2.4%
c1ccc(COCCN2CCN(CCOCc3ccccc3)CC2)cc1	0.0%	2.4%	7.6%	i	0.1%	-14.8%	i	-3.1%	-3.4%
COc1cccc(C(C)(O)c2nc(-c3ccc4ccccc4c3)cs2)c1 (configuration not stated)	u	u	0.5%	i	0.0%	24.6%	i	x	30.1%
O=C(Nc1ccccc1F)c1cc(Cl)sc1Cl	12.7%	-27.8%	-1.5%	i	-5.6%	15.4%	i	-0.2%	3.5%
Cc1ccc(NC(=O)c2ccc([N+](=O)[O-])cc2Cl)nc1	-27.7%	-60.7%[inhibitor]	10.9%	i	-0.1%	2.4%	i	-0.7%	16.6%
Cc1ccc(Sc2nc(C)cc(C)c2S(C)(=O)=O)cc1	28.8%	-17.0%	3.7%	i	-0.2%	15.3%	i	0.2%	-12.5%
O=C(Nc1nccs1)c1cn(-c2ccccc2)nc1-c1ccncc1	u	-11.1%	-4.7%	i	-3.7%	14.9%	-0.1%	0.6%	14.0%
Cn1c(=O)c2c(nc(SCCCC#N)n2Cc2ccccc2F)n(C)c1=O	-2.6%	-20.4%	1.1%	i	-5.6%	-13.8%	-23.7%	1.4%	-18.6%
CCOC(=O)c1c(NC(=O)CCN2CCOCC2)sc2c1CC(C)(C)OC2	2.5%	29.8%	5.5%	i	-2.6%	25.3%	i	0.0%	x
Cc1ccc(C)c(OCCC(=O)OCC(=O)NCCc2ccc(S(N)(=O)=O)cc2)c1	7.8%	9.5%	5.4%	i	0.2%	7.1%	i	0.8%	3.5%
O=C(NCc1ccc2c(c1)OCO2)c1nc(Cn2cc(Br)cn2)no1	-12.0%	-3.5%	-8.7%	i	0.3%	-7.4%	i	3.3%	10.2%
CNc1cc(C)c(C#N)c2nc3ccccc3n12	-0.3%	1.5%	87.6%[activator]	i	-1.5%	u	-16.3%	-1.6%	14.6%
COc1ccccc1C(=O)Nc1nnc(S(=O)(=O)N2CCN(c3ccc(F)cc3)CC2)s1	-6.5%&3.4%	11.6%&-3.4%	-7.5%&0.5%	i	-0.1%	-2.2%&33.1%	-23.5%	1.2%	8.8%&-22.3%
O=C(Cc1ccc(Cl)c(Cl)c1)Nc1ccc(S(=O)(=O)Nc2ncccn2)cc1	2.6%	-4.5%	0.9%	i	-2.1%	-2.9%	i	-1.4%	17.9%
CCOC(=O)/C(=C\c1cn(C)c2ccccc12)[N+](=O)[O-]	-18.8%	3.1%	-12.8%	i	-69.7%[inhibitor]	u	-24.0%	-1.4%	x
O=C(Nc1ccccc1)NC(Cc1ccc(O)cc1)C(=O)O (configuration not stated)	-23.6%	2.2%	-2.2%	i	-3.2%	-11.6%[0.397 µM]	-15.7%	1.1%	33.2%
